Compound activity from PubChem BioAssay.
USP2a inhib: blocks human ubiquitin-specific protease USP2a; hit rate 0.1% among 60,000; USP2a enzymatic assay, qHTS inhibition; Potency, µM (top dose mostly 38.3 µM), for inactives: at the highest dose activity change, negative = inhibition, hits mostly inhibitors; O75604; AID 927;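 further: potency means the concentration at half of the fitted maximal effect; nearly all actives have a fitted effect of over 60% in size; plate controls were DMSO for no effect and NEM full inhibition control for full effect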
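USP2 core (20 nM final) was preincubated with compound for 30 min at RT in 20 mM Tris-HCl pH 8.0, 2 mM CaCl2, 2 mM beta-mercaptoethanol; Ub-PLA2 (20 nM) plus NBD C6-HPC (20 uM) then added, fluorescence read after 2.5 h.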
HEK293 cAMP ctrl: raises cAMP in parental HEK293 cells, TSHR agonist counter-screen | Potency, µM (series often up to 57.1 µM), for inactives: top-dose activation, actives largely listed as activators | hit rate 2.5% among 73,000 | parental HEK293 CNG cAMP sensor, membrane potential fluorescence; further: potency means the concentration at half of the fitted maximal effect; % of control where 0% means no effect; nearly all actives have a fitted effect of over 55% in size
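Parental HEK 293 cells stably expressing a cAMP-gated CNG channel were loaded with membrane potential dye containing 100 uM RO 20-1724 for 60 min. Compound added for 30 min; depolarization read as fluorescence intensity at 590 nm.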
BRCT inh green: blocks human BRCA1 BRCT binding to phosphopeptide, green readout | P38398 | Potency, µM (top dose mostly 76.9 µM), without a hit: at the highest dose activity change, negative = inhibition, most hits filed as inhibitors | hit rate 0.05% among 75,000 | BRCA1 BRCT-phosphopeptide binding, green fluorescence polarization;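 further: potency means the concentration at half of the fitted maximal effect; plate controls were peptide without protein for full effect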
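Compounds were incubated for 12 min at room temperature with a complex of 100 nM fluorescein-tagged pBACH1 decapeptide and 250 nM His-tagged BRCT protein. Buffer was phosphate pH 7.3 with EDTA, DTT and Tween 20. Disruption of binding lowers the polarization signal.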
BRCT PPI red: disrupts BRCA1 BRCT binding to phosphoprotein, red fluorophore readout; hit rate 0.03% among 75,000; AID 892; BRCT-phosphopeptide binding, red fluorescence polarization; Potency, µM (highest dose often 76.9 µM), for inactives: at the highest dose activity change, negative = inhibition, actives largely listed as inhibitors; P38398; further: on the % scale 0 is the no-effect control and ±100 the full control effect
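Rhodamine-labelled pBACH1 10-mer (100 nM) bound to BRCT domain (100 nM) at pH 7.3; compounds incubated 12 min room temperature, polarization read. Free peptide defines full inhibition; unlabelled decapeptide titrated as control.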
HADH2 inh: blocks human hydroxyacyl-CoA dehydrogenase type II; Q99714; recombinant HADH2, NADH fluorescence, beta-hydroxybutyryl-CoA; Potency, µM (series often up to 57.1 µM), inactives show at the highest dose activity change, negative = inhibition, most hits filed as inhibitors; hit rate 3.4% among 73,000; further: potency means the concentration at half of the fitted maximal effect; on the % scale 0 is the no-effect control and ±100 the full control effect; nearly all actives have a fitted effect of over 60% in size; many of its hits are not listed in these tables
Target sequence (Q99714 whole entry, looked up, one chain of several): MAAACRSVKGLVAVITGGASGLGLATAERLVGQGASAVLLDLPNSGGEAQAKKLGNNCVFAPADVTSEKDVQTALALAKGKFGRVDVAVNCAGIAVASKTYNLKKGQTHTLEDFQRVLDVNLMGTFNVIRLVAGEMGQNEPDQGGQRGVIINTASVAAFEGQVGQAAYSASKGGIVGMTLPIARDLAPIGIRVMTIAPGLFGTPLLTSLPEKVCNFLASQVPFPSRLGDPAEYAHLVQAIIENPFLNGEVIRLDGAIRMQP
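NADH fluorescence (ex 360/em 450 nm) read every 30 s for 4 min; activity taken as last-minus-first time point difference. Enzyme 20 nM, NAD+ 1 mM, beta-hydroxybutyryl-CoA 90 uM, pH 9.0 Tris buffer.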
Tau fil binding: binders of human tau filaments | recombinant tau filaments, thioflavin S fluorescence, 15 h; filaments grown with octadecylsulfate alongside compound | P10636 | Potency, µM (titrated, usually from 57.1 µM), for inactives: at the highest dose activity change, negative = inhibition | AID 596 | hit rate 2% among 71,000;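 further: potency means the concentration at half of the fitted maximal effect; on the % scale 0 is the no-effect control and ±100 the full control effect; actives lower thioflavin S fluorescence by blocking filaments or displacing dye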
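Assay mix: 1 uM His-tagged tau, 30 uM sodium octadecylsulfate, thioflavine S dye in HEPES/NaCl/DTT buffer. Compound is added prior to the inducer. Fluorescence after 15 h at 37 C.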
Rhodamine fluor: rhodamine region autofluorescence; Rhodamine-region fluorescence, 547/598 nm, Tris buffer; stronger effect = higher value; hit rate 0.05% among 59,000; AID 594; max dye-equivalent concentration, M; in the data active means max dye-equivalent concentration above about 11 nM; inconclusive means between about 1.1 nM and that limit
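Intensities are converted to rhodamine-equivalent concentration using a six-point rhodamine standard on each plate. Compounds sit 15 min at room temperature in 100 mM Tris buffer, pH 8.0; read uses the 547/598 nm excitation/emission pair.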
Casp1 inh: caspase-1 (human) inhibition, allosteric or competitive. Caspase-1 enzyme, Ac-WEHD-AFC fluorogenic rate. hit rate 0.03% among 75,000. Potency, µM (titrated, usually from 57.5 µM), inactives show top-dose activity change, negative = inhibition, actives largely listed as inhibitors;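 further: potency means the concentration at half of the fitted maximal effect; plate controls were vehicle for no effect and no substrate for full effect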
Target sequence (P29466 120-297 limits assumed): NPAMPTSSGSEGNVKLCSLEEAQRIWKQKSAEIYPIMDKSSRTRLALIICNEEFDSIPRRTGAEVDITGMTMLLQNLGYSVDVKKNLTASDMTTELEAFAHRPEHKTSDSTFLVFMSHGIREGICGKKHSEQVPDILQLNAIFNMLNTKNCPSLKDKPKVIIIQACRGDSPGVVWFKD
Target sequence (P29466 317-404 limits assumed): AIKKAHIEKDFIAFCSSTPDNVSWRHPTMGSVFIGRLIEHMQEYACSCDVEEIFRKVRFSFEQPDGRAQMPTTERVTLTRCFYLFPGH
Casp7 inh: blocks human caspase-7 allosterically or competitively | P55210 | recombinant caspase-7, Ac-DEVD-AFC fluorescence rate | Potency, µM (series often up to 57.5 µM), without a hit: at the highest dose activity change, negative = inhibition, actives largely listed as inhibitors | hit rate 0.02% among 75,000; active means well fitted inhibition curve with a large enough effect in the main read-out, with a control signal flat, not every such curve was filed as active; inconclusive means small, poorly fitted or top-dose-only effect, or a change in a side signal; further: potency means the concentration at half of the fitted maximal effect; % of control where 0% means no effect
Target sequence (P55210 24-198 limits assumed): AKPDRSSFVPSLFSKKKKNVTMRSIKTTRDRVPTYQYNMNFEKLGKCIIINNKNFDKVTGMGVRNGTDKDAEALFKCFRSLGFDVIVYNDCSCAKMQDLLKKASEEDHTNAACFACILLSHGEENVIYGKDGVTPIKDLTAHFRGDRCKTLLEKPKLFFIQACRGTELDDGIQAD
Target sequence (P55210 207-303 limits assumed): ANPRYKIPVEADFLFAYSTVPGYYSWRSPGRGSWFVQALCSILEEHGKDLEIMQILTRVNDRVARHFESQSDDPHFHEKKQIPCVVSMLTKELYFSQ
DNA Pol III inh: DNA polymerase III holoenzyme inhibition; Potency, µM (top dose mostly 57.1 µM), for inactives: at the highest dose activity change, negative = inhibition; reconstituted DNA polymerase III holoenzyme replication, biochemical; AID 603; hit rate 0.25% among 71,000; further: potency means the concentration at half of the fitted maximal effect; on the % scale 0 is the no-effect control and ±100 the full control effect
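Reconstituted *E. coli* holoenzyme (0.35 nM Pol III, 1 nM beta, 154 nM SSB, 2 nM primase) was preincubated with compound for 15 min at RT. Synthesis on 1.4 nM ssM13Gori ran 35 min, then was stopped with PicoGreen/EDTA and read as dsDNA fluorescence.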
15-hLO inh: inhibitors of human 15-lipoxygenase (ALOX15) | AID 887 | P16050 | hit rate 1.4% among 74,000 | purified 15hLO-1, xylenol orange hydroperoxide absorbance | Potency, µM (highest dose often 57.1 µM), for inactives: at the highest dose activity change, negative = inhibition, actives largely listed as inhibitors; further: potency means the concentration at half of the fitted maximal effect; on the % scale 0 is the no-effect control and ±100 the full control effect; nearly all actives have a fitted effect of over 55% in size
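Purified human 15hLO-1 (40 nM final) in 25 mM Hepes pH 7.5, 0.01% Triton X-100 was preincubated with compound 15 min at room temperature, then reacted 6 min with 50 uM arachidonic acid; hydroperoxide detected by Fe-XO, 573/405 nm absorbance ratio.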
The depositor's hits bear a star; i = inactive; u = inconclusive; x = no result given; [ ] = another dose, or the depositor's remark. Unless noted, the call rests on the fitted dose curve; in most records, active means well fitted curve in the direction sought with a large enough effect; inconclusive means small, poorly fitted or top-dose-only effect, or another doubt; inactive means no such curve, though single readings can be large; an effect the other way counts as inactive or inconclusive. The list is partial; count on the stated rates, not on these rows.

The line under a structure holds: USP2a inhib	HEK293 cAMP ctrl	BRCT inh green	BRCT PPI red	HADH2 inh	Tau fil binding	Rhodamine fluor	Casp1 inh	Casp7 inh	DNA Pol III inh	15-hLO inh
> COC(=O)Cn1c(CN(Cc2ccccc2)Cc2ccccc2)nc2c1c(=O)[nH]c(=O)n2C
    24%	14%	4.6%	-1.6%	0%	9%	i	-1%	0%	-2%	-11%
> Cn1c(=O)c2[nH]c(-c3ccc(S(=O)(=O)O)cc3)nc2n(C)c1=O
    -2%	9%	-0.5%	-2.0%	1µM*	11%	i	1%	1%	12%	5%
> CC1CCCN(C(=O)CSc2nnc(-c3ccc(S(=O)(=O)N4CCOCC4)cc3)n2C)C1 (stereo not drawn)
    5%	-2%	0.5%	0.2%	10%	-1%	i	1%	1%	-8%	6%
> O=C(O)CC(Cc1ccccc1)c1ccc2c(c1)OCO2 (stereo not drawn)
    1%	24%	-1.9%	0.2%	-10%	-6%	i	3%	-2%	4%	11%
> COC(=O)CCCC(=O)O
    x	u	-0.4%[15.4 µM]	-1.6%[15.4 µM]	4%[11.4 µM]	-7%[11.4 µM]	i	-4%[11.5 µM]	-1%[11.5 µM]	-8%[11.4 µM]	28%[11.4 µM]
> CC(=O)Nc1ccccc1NC(=O)C(F)(F)F
    -10%	2%[11.4 µM]	0.0%	-0.9%	5%	2%	x	-2%	0%	-4%	3%
> CCOc1cc(NC(=O)C2CCCO2)c(OCC)cc1NC(C)=O (stereo not drawn)
    3%	-8%	-2.0%	-1.1%	-4%	6%	i	6%	-1%	-3%	-11%
> CC(=O)C1=C(C)Nc2ncnn2C1c1ccc(Cl)cc1 (stereo not drawn)
    5%	2%	-0.3%	-2.6%	0%	16%	i	0%	-3%	3%	0%
> CCc1cc(=O)oc2cc3oc(C)c(C)c3cc12
    0%	25µM*	4.2%	0.0%	15%	13%	i	-1%	-3%	-1%	-9%
> CCn1nnnc1SCC(=O)Nc1cccc(NC(C)=O)c1
    -3%	-1%	-1.2%	-3.1%	7%	-17%	i	1%	-2%	-1%	1%
> COc1ccc(-c2oc3ncnc(NCCN4CCOCC4)c3c2-c2ccc(OC)cc2)cc1
    2%	7%	-0.9%	-0.8%	33%[activator]	13%	i	-2%	0%	-10%	-4%
> CC(C)CC(OC(=O)c1cccs1)C(=O)NCc1ccco1 (stereo not drawn)
    15%	2%	0.2%	-0.2%	2%	9%	i	1%	-1%	-7%	-19%
> Cc1cc(N2CCN(C)CC2)nc(N2CCOCC2)n1
    -2%	10%	-1.6%	-1.9%	21%	-4%	i	1%	-2%	-4%	4%
> O=C(C1=C(O)C(=O)N(CCN2CCOCC2)C1c1ccccc1)c1cccs1 (stereo not drawn)
    8%	5%	-0.8%	-0.4%	-7%	16%	i	2%	1%	-2%	u
> CCN1CCCC1CNC(=O)c1cc2c(=O)n(C)c3ccccc3c2n1C (stereo not drawn)
    x	23%	5.3%	-5.5%	32µM*	335%	x	-1%	-4%	25µM*	-7%
> CSc1cccc(NC(=O)Cn2cccc2)c1
    4%	2%	0.1%	0.0%	-13%	-10%	i	1%	0%	1%	-17%
> N#CCCN(Cc1cccnc1)C(=O)Nc1ccc(Cl)c(Cl)c1
    5%	-2%	0.1%	0.4%	9%	12%	x	0%	0%	-1%	-5%
> CC(NC(=O)c1noc2c1CCCC2)c1ccccc1 (stereo not drawn)
    10%	1%	0.0%	-0.9%	1%	8%	i	0%	1%	-6%	8%
> c1ccc(CN2CCC(N3CCN(Cc4ccc5c(c4)OCO5)CC3)CC2)cc1
    -1%	u	-3.0%	-1.7%	5%	-1%	x	1%	0%	-5%	0%
> Nn1cc(-c2ccccc2)nc1SCC(=O)N1CCN(S(=O)(=O)c2ccc(Cl)cc2)CC1
    38%[activator]	9%	1.8%	-1.7%	14%	8%	i	-1%	-1%	1%	-1%
> O=C(O)c1nn(-c2ccccc2-c2n[nH]c(=O)[nH]c2=O)c(=O)[nH]c1=O
    x	-4%[11.4 µM]	-0.5%[15.4 µM]	1.6%[15.4 µM]	-9%[11.4 µM]	16%[11.4 µM]	i	-4%[11.5 µM]	-3%[11.5 µM]	-10%[11.4 µM]	2%[11.4 µM]
> CC(C)C1N(c2ccccc2)C(N)=C(C#N)C1(C#N)C#N (stereo not drawn)
    7%	7%	-0.7%	1.9%	-11%	-18%	i	1%	-1%	-6%	-8%
> CC(=O)c1cccc(NC(=O)Nc2ccc(C(=O)N3CCCC3)cc2)c1
    -3%	-9%	0.7%	-0.9%	-10%	-1%	i	-1%	0%	-3%	-3%
> COc1ccc(NS(=O)(=O)c2cccc(-c3nnc4n3CCCCC4)c2)cc1
    9%	u	-2.8%	0.7%	6%	1%	i	2%	1%	7%	-7%
> O=C(C(c1ccccc1)c1ccccc1)N1CCN(Cc2ccccn2)CC1
    x	-12%	1.7%	-2.6%	-4%	x	x	-2%	-1%	x	4%
> CC(C)OCC(O)CN (stereo not drawn)
    -1%	-1%	-5.0%	0.7%	-5%	-2%	i	0%	1%	-2%	3%
> CCOC(=O)c1ccc2nc3c(cc2c1)CCS3
    0%	7%	0.3%	-2.7%	14%	18%	i	0%	-2%	-5%	1%
> Cc1cc(C)nc(NC(=O)Cc2cccs2)n1
    -7%	-2%	-4.5%	-2.0%	-2%	1%	i	-3%	0%	0%	3%
> Cc1occc1C(=O)N1CCN(c2ccc(Cl)c(Cl)c2)CC1
    24%	u	1.4%	-0.2%	4%	29%	i	0%	-7%	0%	-17%
> CN(C)CCCn1c2ccccc2c2cnccc21
    x	21%[11.4 µM]	-3.2%[15.4 µM]	0.5%[15.4 µM]	15%[11.4 µM]	7%[11.4 µM]	i	-1%[11.5 µM]	1%[11.5 µM]	-10%[11.4 µM]	9%[11.4 µM]
> OC1(c2cccc(C(F)(F)F)c2)CCN(c2ncnc3c2[nH]c2ccc(F)cc23)CC1
    28%	-3%	-0.7%	-0.1%	13%	124%	i	-4%	-6%	-2%	-21%
> O=C(c1cccs1)N1CCN(C2CCN(Cc3ccccc3)CC2)CC1
    6%	6%	-2.0%	-1.1%	8%	-3%	i	2%	-1%	-6%	0%
> Cc1ccc(NC(=O)c2cnc3scc(C)n3c2=O)c(C)c1
    x	-1%	-0.4%	0.1%	-5%	12%	x	-1%	0%	-4%	-2%
> COc1ccc(NC(=O)N(CCCN2CCOCC2)Cc2cccnc2)c(OC)c1
    x	3%	-1.0%	-0.4%	4%	4%	x	-4%	0%	-3%	4%
> COc1ccc(NC(=O)CCCCn2c(=O)[nH]c3ccccc3c2=O)cc1
    -4%	-15%	-0.9%	0.6%	3%	-10%	i	-1%	1%	1%	-1%
> CC(O)(C#CCN1CCCC1)c1ccccc1 (stereo not drawn)
    -8%	5%	-0.8%	1.1%	10%	-1%	x	-1%	-1%	-8%	-2%
> COc1cccc(N2CC34C=CC(O3)C(C(=O)O)C4C2=O)c1 (stereo not drawn)
    12%	-10%	-7.4%	0.3%	-6%	9%	i	-1%	-2%	0%	-4%
> Cn1c(=O)[nH]c(=O)c2c1nc(CN1CCN(c3ccccc3F)CC1)n2CCCc1ccccc1
    63%[activator]	29%	2.4%	0.0%	-10%	19%	i	-1%	-2%	-3%	-6%
> O=c1c(CCc2ccccc2)nc2cnc(N3CCOCC3)nc2n1Cc1ccc(F)cc1
    66%[activator]	u	1.0%	0.2%	7%	17%	i	-10%	-13%	-10%	-4%
> O=C(CN1CCOCC1)Nc1ccccc1-c1ccccc1
    x	14%	-1.4%	2.6%	-11%	-6%	i	1%	1%	-6%	9%
> CCOC(=O)N1CCN(c2c(NC3CCN(Cc4ccccc4)CC3)c(=O)c2=O)CC1
    x	-3%	-1.2%	0.4%	-2%	8%	x	3%	-1%	-2%	-13%
> CCOCCOC(=O)c1[nH]c2c(c1C)C(=O)CC(c1ccc(N(C)C)cc1)C2 (stereo not drawn)
    x	14%	-3.8%	0.1%	9%	48%	x	-5%	-1%	-3%	-5%
> Cc1onc(-c2c(F)cccc2Cl)c1C(=O)N[C@@H]1C(=O)N2[C@H]1SC(C)(C)[C@H]2C(=O)O
    x	-9%[11.4 µM]	-1.0%[15.4 µM]	-1.4%[15.4 µM]	19%[11.4 µM]	2%[11.4 µM]	i	2%[11.5 µM]	-2%[11.5 µM]	-9%[11.4 µM]	9%[11.4 µM]
> COc1ccccc1NC(=O)CCc1c(C)[nH]c(=O)c(C#N)c1C
    -3%	11%	-0.3%	0.4%	-17%	4%	i	1%	2%	0%	3%
